CHT allo act: human CHT allosteric activation | Q9GZV3 | CHT-expressing cells, membrane potential dye, choline EC20; hits give high values; LV-AA mutant CHT in HEK293 cells | B-score at 10 µM | actives 0.49% (n = 310,000) | AID 488977;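 active means initial fluorescence not abnormally high and integrated response B-score, plate-corrected, over 3 SD above library mean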
Target sequence (Q9GZV3 whole entry, looked up): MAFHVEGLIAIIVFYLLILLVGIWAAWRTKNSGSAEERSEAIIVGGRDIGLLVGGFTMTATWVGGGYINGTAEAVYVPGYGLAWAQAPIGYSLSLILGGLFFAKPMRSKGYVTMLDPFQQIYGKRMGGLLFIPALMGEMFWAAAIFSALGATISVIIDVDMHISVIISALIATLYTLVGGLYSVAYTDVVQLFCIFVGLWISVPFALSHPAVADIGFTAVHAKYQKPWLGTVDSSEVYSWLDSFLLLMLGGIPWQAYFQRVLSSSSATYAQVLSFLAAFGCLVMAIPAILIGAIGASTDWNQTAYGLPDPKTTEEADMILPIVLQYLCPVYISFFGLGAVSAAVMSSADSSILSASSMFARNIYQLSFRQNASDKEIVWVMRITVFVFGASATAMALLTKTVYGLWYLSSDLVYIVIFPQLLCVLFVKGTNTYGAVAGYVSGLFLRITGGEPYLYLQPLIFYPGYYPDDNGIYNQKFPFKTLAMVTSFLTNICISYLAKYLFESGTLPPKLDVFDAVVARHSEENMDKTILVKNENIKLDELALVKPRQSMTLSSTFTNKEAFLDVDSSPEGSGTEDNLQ
CHT block: inhibits the human high affinity choline transporter; Q9GZV3; CHT-expressing cells, membrane potential dye, choline response; hits give low values; B-score at 10 µM; actives 0.86% (n = 310,000);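 active means B-score over 3 SD under the library average, and starting fluorescence ratio not unusually high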;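 further: choline stimulus applied at its EC90 after an EC20 pre-addition; B-score computed on integrated fluorescence ratio after choline addition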
STK33 kinase inh: blocks human STK33 kinase activity. actives 0.073% (n = 320,000). purified STK33, MBP phosphorylation, ADP-Glo luminescence. inhibition, % at 10 µM. Q9BYT3;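 active means inhibition at or above 25%, using the most active replicate where run in duplicate; inactive means inhibition below 25%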
Target sequence (Q9BYT3 whole entry, looked up): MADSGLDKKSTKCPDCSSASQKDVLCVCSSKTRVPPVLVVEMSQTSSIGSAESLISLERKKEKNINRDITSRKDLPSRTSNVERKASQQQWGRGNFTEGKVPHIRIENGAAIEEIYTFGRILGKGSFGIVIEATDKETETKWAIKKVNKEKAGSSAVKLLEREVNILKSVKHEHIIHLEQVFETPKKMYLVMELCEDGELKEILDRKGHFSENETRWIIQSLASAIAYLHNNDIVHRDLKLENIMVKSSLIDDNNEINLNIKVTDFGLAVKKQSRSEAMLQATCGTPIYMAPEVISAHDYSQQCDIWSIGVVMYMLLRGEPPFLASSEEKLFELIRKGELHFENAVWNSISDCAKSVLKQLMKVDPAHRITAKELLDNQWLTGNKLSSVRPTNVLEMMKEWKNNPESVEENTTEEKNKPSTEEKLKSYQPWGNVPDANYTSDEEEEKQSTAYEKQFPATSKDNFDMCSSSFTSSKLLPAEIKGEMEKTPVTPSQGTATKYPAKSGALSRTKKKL
Starred values were filed as active, the others as inactive; i = inactive; . = not tested or not shown. Rows were taken by chance; 1.5% or so of the library scored in one or more.

SMILES	CHT allo act	CHT block	STK33 kinase inh
COC(=O)CC1C(=O)NCCN1C(=S)Nc1cccc(C)c1 (stereo not given)	i	i	-0.7
CN1C(=O)CSC1=Nc1cccc(C(=O)O)c1	i	i	-0.4
Cc1ccc(N(C(=O)CNC(=O)c2ccco2)C(C(=O)NC2CCCCC2)c2cccnc2)cc1 (stereo not given)	i	i	-0.1
N#CCCN1CCN(C(=S)c2ccc(-c3cc(Cl)ccc3Cl)o2)CC1	i	i	-0.2
COC(=O)c1ccccc1Sc1ncnc2onc(C)c12	i	i	-1.2
O=S(=O)(c1cccs1)N1CCC2(CC1)OCCN2S(=O)(=O)c1ccccc1	i	i	-0.7
CC1CCN(CC(O)COC2CCC(C(C)(C)C)CC2)CC1 (stereo not given)	i	i	0.2
Cc1ccc(S(=O)(=O)N(C)c2ccc(C(=O)N3CCc4ccccc4C3)cc2)cc1	i	i	-0.6
CCN(CC)C(=O)Sc1cccc2cccnc12	i	i	-1.1
C/C=C/c1ccc(OCCCCOc2ccccc2F)c(OC)c1	i	i	-0.7
FC(F)(F)c1cnc(Oc2ccccc2-c2nnc(-c3ccc(Cl)cc3)o2)c(Cl)c1	i	i	0.8
O=C(Cc1ccccc1)N/N=C/c1cccc([N+](=O)[O-])c1	i	i	-0.2
COc1ccc(C(=O)Nc2cc(C(F)(F)F)ccc2-n2cnc3ccccc32)cc1	i	i	.
COC(=O)c1cccc(NS(C)(=O)=O)c1C	i	i	0.3
CCOC(=O)c1cc2c(n(-c3ccc(C)cc3)c1=O)CCCC2=O	i	i	0.6
COc1cc(C(=O)Nc2cccc(-c3nc4ncccc4o3)c2C)cc(OC)c1OC	i	i	-1.7
CCOC(=O)c1cc(-c2nnc(-c3ccc(Cl)cc3)o2)c(C)nc1C	i	i	-0.2
Cc1cccc(C)c1OCCCCn1cnc2ccccc2c1=O	i	i	0.8
COc1ccc(-c2cc(C)no2)cc1S(=O)(=O)N1CCCN(Cc2ccc(F)cc2)C1	i	i	-0.8
CCN1CCN(C(=O)CN(C)S(=O)(=O)c2cc(C)ccc2OC)CC1	i	i	-1.8
CC(=O)Nc1cccc(Oc2ncnc3scc(-c4ccc(C(C)C)cc4)c23)c1	i	i	0.3
COc1cccc(C(=O)Nc2cc3c(cc2N2CCCC2)n(C)c(=O)n3C)c1	i	i	1.1
CCOC(=O)C1=C(COC(=O)CCOc2cccc(C)c2)NC(=O)NC1C (stereo not given)	i	i	-1.3
COc1cc(/C=N/NC(N)=S)cc(Br)c1OCc1ccccc1F	i	i	-0.9
O=C(NCc1ccncc1)Nc1cccc(Cl)c1	i	i	1.7

Next part, overlapping the part above by six compounds.
SMILES	CHT allo act	CHT block	STK33 kinase inh
CCN1CCN(C(=O)CN(C)S(=O)(=O)c2cc(C)ccc2OC)CC1	i	i	-1.8
CC(=O)Nc1cccc(Oc2ncnc3scc(-c4ccc(C(C)C)cc4)c23)c1	i	i	0.3
COc1cccc(C(=O)Nc2cc3c(cc2N2CCCC2)n(C)c(=O)n3C)c1	i	i	1.1
CCOC(=O)C1=C(COC(=O)CCOc2cccc(C)c2)NC(=O)NC1C (stereo not given)	i	i	-1.3
COc1cc(/C=N/NC(N)=S)cc(Br)c1OCc1ccccc1F	i	i	-0.9
O=C(NCc1ccncc1)Nc1cccc(Cl)c1	i	i	1.7
COc1nc(N(C)C)nc(N(C)c2cc(Cl)cc(Cl)c2)n1	i	i	-0.4
N#Cc1ccc(CN2C(=O)NC3(CCCCCC3)C2=O)cc1	i	i	0.5
CC(C)C(NC(=O)OCc1ccccc1)C(=O)OCC(=O)N1CCCCC1 (stereo not given)	i	i	0.3
COc1ccc2oc(C(=O)N(C)Cc3ccc4c(c3)OCCO4)c(C)c2c1	i	i	0.1
CC(C)(C)OC(=O)NCc1nc(N)n[nH]1	i	i	0.0
Cc1cc(C)cc(N(CCC#N)C(=O)CSc2nc3nc(C)cc(C)n3n2)c1	i	i	-1.0
O=C(Nc1ccc(NC(=O)c2ccco2)nc1)c1ccco1	i	i	0.9
C[C@@H]1CN(Cc2nc(Cc3ccccc3F)no2)C[C@H](C)O1	i	i	0.1
CCOC(=O)/C(C#N)=C/c1cccc(C)c1	i	i	4.6
Cc1cc(-c2n[nH]c(=S)n2/N=C/C(Cl)=C/c2ccccc2)n[nH]1	i	i	1.5
CCOC(=O)C1CCN(S(=O)(=O)c2c(C)[nH]c(C)c2C(=O)N2CCCCC2)CC1	i	i	-0.2
O=[N+]([O-])c1ccccc1S(=O)(=O)Nc1cccnc1	i	i	-0.8
Cc1ccc(N=C2SCCCN2C(=O)c2ccco2)cc1Cl	i	i	-3.9
COc1ccc(CNS(=O)(=O)c2ccc3c(c2)NC(=O)C(C)S3)cc1 (stereo not given)	i	i	-1.4
FC(F)Oc1ccccc1C1CC(c2ccc(Br)s2)Nc2ncnn21 (stereo not given)	i	i	-0.3
O=C(NCc1ccco1)c1cccnc1-c1nc2ccccc2s1	i	i	-0.3
Cc1cccc(NC(=O)CSc2nnc(-c3ccccc3)n2N)c1C	i	i	0.5
CC(C)(C)c1ccc(C(=O)NN2CCOCC2)cc1	i	i	-0.8
CCc1ccc(CCC(=O)Nc2ncc(Cc3ccccc3Cl)s2)o1	i	i	-1.1
COc1cc(CCC(=O)OCC(=O)Nc2ccccc2C(C)C)cc(OC)c1OC	i	i	-1.4
O=C(Cn1c(C(F)(F)F)nc2ccccc21)Nc1ccccc1C(=O)O	i	i	-1.1
Cc1cc(C)c2nc(C)cc(N/N=C/c3ccc(O)cc3)c2c1	i	i	-0.7
COc1ccc(C)c2sc(N3CCCC3)nc12	i	i	-0.7
CCCS(=O)(=O)Nc1cc(C(F)(F)F)ccc1OCCOC	i	i	1.0
CC1CCN(C(=O)Cn2nc(C(F)(F)F)c3c2CCCC3)CC1	i	i	0.7

Next records follow.
SMILES	CHT allo act	CHT block	STK33 kinase inh
COc1ccc(CC(=O)NNC(=O)CSc2ccc(C)cc2)cc1	i	i	-1.0
CCOC(=O)CNC(=O)CSc1ccc2nnc(-c3ccc(F)cc3)n2n1	i	i	0.1
CC(=O)NNC(=O)CSc1nnc(-c2ccccc2)c(-c2ccccc2)n1	i	i	-0.5
Cc1noc(C)c1S(=O)(=O)N1CCC(C(=O)NCCc2ccc(S(N)(=O)=O)cc2)CC1	i	i	-0.2
Cc1n[nH]c(C)c1CN(C)C(=O)c1cc(COc2ccc(F)c(F)c2)on1	i	i	-0.4
Cc1ccc(C)n1-n1cnc2scc(-c3cccs3)c2c1=O	i	i	-1.6
O=C(CSc1nc2cc(C(=O)O)ccc2c(=O)n1-c1ccc(F)cc1)Nc1ccc(F)c(F)c1F	i	i	-0.6
CC(OC(=O)Cc1ccc(F)cc1)C(=O)NCc1ccc2c(c1)OCO2 (stereo not given)	i	i	-1.9
CCCCc1cc(=O)oc2c(C)c(OCC(=O)NCc3ccccn3)ccc12	i	i	1.4
CCOc1ccc(-c2ccc(C=O)o2)c([N+](=O)[O-])c1	i	i	-0.6
CCN(Cc1ccccc1)C(=O)CCc1nc(-c2ccc(C)cc2)no1	i	i	-1.1
CC(=O)C1=C(O)C(=O)N(Cc2cccnc2)C1c1ccccc1Cl (stereo not given)	i	i	-1.6
N#Cc1ccc(Oc2ncccn2)cc1	i	i	-0.6
Cc1ccc(C(=O)CSc2nc(C(C)C)nc3ccccc23)cc1	i	i	-1.4
CNC(=O)NC(=O)COC(=O)c1n[nH]c2ccccc12	i	i	0.8
COc1ccc(NC(=O)COC(=O)CCCc2c[nH]c3ccccc23)cc1OC	i	i	-0.2
CSc1nsc(SCC(=O)Nc2ccc(F)cc2)n1	i	i	-2.5
OCC1(CCc2ccccc2)CCN(Cc2ccc3nsnc3c2)CC1	i	i	0.6
COc1ccc(S(=O)(=O)Nc2ccccc2C(=O)N2CCOCC2)cc1Cl	i	i	-3.9
O=C1COc2ccc(C(=O)c3ccccc3C(=O)NCc3ccco3)cc2N1	i	i	-1.3
Cc1nc(-c2coc3cc(OCC(=O)O)ccc3c2=O)cs1	i	i	6.3
CCCCCNC(=O)C(=O)C1C(=O)Nc2ccccc21 (stereo not given)	i	i	-1.0
Cc1cc(C)cc(NC(=S)NC2CC3CCCC(C2)N3C2CCCC2)c1 (stereo not given)	i	i	0.2
O=C(c1ccc(-c2ccccc2)cc1)N1CCN(c2ccccn2)CC1	i	i	-1.6
Cc1ccc(SCC(=O)NNC(=O)C2CCCCC2)cc1	i	i	0.8

In the list so far, these have a cyano group.
SMILES	CHT allo act	CHT block	STK33 kinase inh
N#CCCN1CCN(C(=S)c2ccc(-c3cc(Cl)ccc3Cl)o2)CC1	i	i	-0.2
N#Cc1ccc(CN2C(=O)NC3(CCCCCC3)C2=O)cc1	i	i	0.5
Cc1cc(C)cc(N(CCC#N)C(=O)CSc2nc3nc(C)cc(C)n3n2)c1	i	i	-1.0
CCOC(=O)/C(C#N)=C/c1cccc(C)c1	i	i	4.6
N#Cc1ccc(Oc2ncccn2)cc1	i	i	-0.6

Further structures.
SMILES	CHT allo act	CHT block	STK33 kinase inh
CC(=O)c1cccc(NC(=O)NC(C)c2ccc3c(c2)OCO3)c1 (stereo not given)	i	i	0.3
COc1ccc(NC(C)C(=O)Nc2ccc(C#N)cc2)cc1Cl (stereo not given)	i	i	1.4
CCOc1ccc(S(=O)(=O)Nc2ccc(C(=O)N3CC(C)OC(C)C3)cc2)cc1 (stereo not given)	i	i	-1.2
S=C(Nc1ccc2cn[nH]c2c1)Nc1ccc(Cl)cc1Cl	i	i	10.7
CCCCn1c(Cc2ccccc2)nnc1SCC(=O)Nc1cc(C)on1	i	i	1.2
O=S(=O)(Nc1ccc2oc(-c3ccccc3)nc2c1)c1ccccc1	i	i	-1.7
CC(=O)NCCCc1c[nH]c2ccc(Cl)cc12	i	i	0.8
O=S(=O)(NC1CCCC1)c1ccc(S(=O)(=O)NC2CCCC2)cc1	i	i	2.1
CSc1nc(C)cc(/C=C\c2ccccc2)c1C#N	i	i	3.0
C=C1C(C(=O)N2CCN(C)CC2)C1C(=O)N1CCN(C)CC1 (stereo not given)	i	i	-1.0
O=C1C2C3CC(C(Br)C3Br)C2C(=O)N1c1nccs1 (stereo not given)	i	i	-0.9
Cc1ccc(C(=O)Nc2ccc(Cl)cn2)cc1S(=O)(=O)N1CCOCC1	i	i	0.4
COC(=O)C1CC(=O)N(Cc2ccccc2)C1 (stereo not given)	i	i	-0.3
OCCCn1c(C(CO)Nc2nc(-c3ccc(Cl)cc3)cs2)nc2ccccc21 (stereo not given)	i	i	-0.1
CCOC(=O)C1=C(O)/C(=C/c2cn(CC(=O)NCC3CCCO3)c3ccccc23)SC1=Nc1ccc(C)cc1 (stereo not given)	i	i	-0.6
O=C(NC1=NCCS1)c1sc2cc(Cl)cc(Cl)c2c1Cl	i	i	-1.8
COCCNC(=O)C1CC2Cn3c(nc4cc(Cl)c(Cl)cc43)C2N1C (stereo not given)	i	i	-3.0
CCOc1cc(C#N)c(NC(=O)c2cccnc2)cc1OCC	i	i	1.3
O=C(O)CN1C(=O)/C(=C2\C(=O)N(Cc3ccccc3Cl)c3ccccc32)SC1=S	i	i	-0.6
Cc1[nH]n(-c2ccccc2)c(=O)c1C1(C(F)(F)F)C(=O)N(c2ccccc2)C2=C1C(=O)CC(C)(C)C2 (stereo not given)	i	i	-1.4
COc1ccc(-c2ccc(C#N)c(OC(=O)c3c(Cl)cccc3Cl)n2)cc1	i	i	-1.7
Cc1cccc(/C=N/NC(=O)c2cc(Br)ccc2OCc2ccccc2)n1	i	i	8.0
Nc1ccc(C(=O)OCc2nc3ccccc3s2)cc1	i	i	2.9
O=C(NC1(C(=O)NC2CCCC2)CCCCC1)c1ccc2c(c1)OCO2	i	i	-0.4
CCOC(=O)C(C)Oc1cccc2c(=O)n(CC(=O)N3CCc4ccccc43)ccc12 (stereo not given)	i	i	-0.5

Some of these compounds in order of the STK33 kinase inh value, falling:
smiles,STK33 kinase inh
CSc1nc(C)cc(/C=C\c2ccccc2)c1C#N,3.0
OCCCn1c(C(CO)Nc2nc(-c3ccc(Cl)cc3)cs2)nc2ccccc21 (stereo not given),-0.1
CCOc1ccc(S(=O)(=O)Nc2ccc(C(=O)N3CC(C)OC(C)C3)cc2)cc1 (stereo not given),-1.2

Later entries:
SMILES	CHT allo act	CHT block	STK33 kinase inh
COc1cccc(CN2C[C@]34C=C[C@@H](C[C@@H]3S2(=O)=O)O4)c1	i	i	0.3
CC(C)Oc1ccc(C2CC(=O)N(c3cccc(/C=C/C(=O)O)c3)C2=O)cc1 (stereo not given)	i	i	-0.6
CCCCC1CCC(C(=O)NCc2ccc3c(c2)OCO3)CC1 (stereo not given)	i	i	-1.7
Cc1c(/C=N/NC(=O)C(NC(=O)c2ccc3c(c2)OCO3)C(C)C)c2ccccc2n1C (stereo not given)	i	i	-1.6
CC(C)(SC(=S)N1CCCCCC1)C(=O)O	i	i	-1.0
O=C1OC(c2ccc(Cl)cc2)=N/C1=C\c1cccnc1	i	i	-1.6
CCOc1cc(NC(=S)NCCCN2CCOCC2)c(OCC)cc1NC(=O)c1ccc(C)cc1	i	i	1.2
CC(Oc1ccccc1)C(=O)N=C1SC2CS(=O)(=O)CC2N1c1ccc(F)cc1 (stereo not given)	i	i	-1.5
N#Cc1cnn(-c2ccccc2)c1NC(=O)CN1CCOCC1	i	i	-1.1
COc1ccccc1NC(=O)CSc1nnc(C)n1CC1CCCO1 (stereo not given)	i	i	-2.2
Cc1ccc(OCCOC(=O)c2nc3nccc(C)n3n2)cc1	i	i	-0.5
COc1cccc(CNC(=O)Nc2cccs2)c1	i	i	-2.6
COC(C(=O)Nc1c(F)cccc1F)c1ccccc1 (stereo not given)	i	i	-0.3
Cc1ccccc1N1CCN(C2CCCN(C(=O)c3csc(C(C)C)n3)C2)CC1 (stereo not given)	i	i	-1.3
O=C(Oc1ccccc1)n1c(=S)oc2ccccc21	i	i	-1.0
Cc1c(CCC(=O)NCCCn2ccnc2)c(=O)oc2c(C)c3oc4c(c3cc12)CCCC4	i	i	-0.8
CNC(=O)C1CCN(S(=O)(=O)c2c(C)noc2/C=C/N(C)C)CC1	i	i	-1.9

Screening results from PubChem BioAssay.
